# Assay outcomes as filed in PubChem BioAssay.
# HTR5A inv ctr = inverse agonist of human HTR5A in OPRM1-OPRD1 counter-screen; P47898; HTR5A cell line, luminescence, inverse agonism; inhibition, % at 9.3 µM; 0.083% of 340,000 active; AID 504634; in the data active = inhibition mostly above about 23%, no sharp cut-off; inactive = mostly below about 18%;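 note: 0% = cells with DMSO and 100% = no-cell wells with DMSO; some compounds called inactive have numbers as strong as hits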
# E coli growth = reduces bacterial viability in AddAB counter-screen; E. coli V3065 growth, OD600 absorbance, 18 h; inhibition, % at 11.9 µM; 0.27% of 330,000 active; AID 449728;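 active = inhibition above the campaign's mean inhibition across all tested compounds plus 3 SD, cut at about 9.9% in these data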;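 note: uninfected addAB+ strain grown without phage in ampicillin broth; 0% = DMSO wells and 100% = ciprofloxacin 0.95 µg/ml wells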
# PKA-R1A act = activates the PKA-R1A holoenzyme complex; P00514+P68181; PKA-R1A dissociation, Cy5-IP20 fluorescence polarization; scaled: DMSO 0%, 113 µM cGMP 100%; activation, % at 11.4 µM; 0.083% of 340,000 active; AID 504707;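 active = percent activation above the mean of all tested compounds plus 3 SD, cut at about 19% in these data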;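 note: higher means more PKAc released from R1A so a rise in polarization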
# Mot1-301 SUMO = blocks SUMOylation pathway, rescuing yeast Mot1-301 growth | 1% of 320,000 active | growth rescue, % at 18.8 µM | AID 2716 | S. cerevisiae Mot1-301 growth rescue, ATP luminescence, 38.5C; percent above DMSO median, 100 means doubled;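 active = every valid replicate shows activation above 250% relative to neutral control wells; inactive = the rest, any valid replicate at or below 250%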;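 note: OY570 slx delta 5 strain wells were the positive control but not used for scaling; some compounds called inactive have numbers as strong as hits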
# AddAB inh = less growth of phage-infected E. coli with AddAB. E. coli expressing H. pylori AddAB, absorbance growth. inhibition, % at 11.9 µM. 0.29% of 330,000 active; in the data active = inhibition above about 12%;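 note: 0% = vehicle wells of infected cells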
# DSG3 Ab inh = human desmoglein-3 autoantibody binding inhibition | P32926 | DSG3-coupled beads, scFv-anti-DSG3-GFP binding, flow cytometry; stronger effect = lower value | binding (percent of control), % at 10 µM | 0.48% of 310,000 active;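 active = binding more than 3 SD below its plate's average and above zero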;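 note: hits lower antibody fragment binding to DSG3; some compounds called inactive have numbers as strong as hits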
# Target sequence (P32926 whole entry, looked up, the tested form may be a part): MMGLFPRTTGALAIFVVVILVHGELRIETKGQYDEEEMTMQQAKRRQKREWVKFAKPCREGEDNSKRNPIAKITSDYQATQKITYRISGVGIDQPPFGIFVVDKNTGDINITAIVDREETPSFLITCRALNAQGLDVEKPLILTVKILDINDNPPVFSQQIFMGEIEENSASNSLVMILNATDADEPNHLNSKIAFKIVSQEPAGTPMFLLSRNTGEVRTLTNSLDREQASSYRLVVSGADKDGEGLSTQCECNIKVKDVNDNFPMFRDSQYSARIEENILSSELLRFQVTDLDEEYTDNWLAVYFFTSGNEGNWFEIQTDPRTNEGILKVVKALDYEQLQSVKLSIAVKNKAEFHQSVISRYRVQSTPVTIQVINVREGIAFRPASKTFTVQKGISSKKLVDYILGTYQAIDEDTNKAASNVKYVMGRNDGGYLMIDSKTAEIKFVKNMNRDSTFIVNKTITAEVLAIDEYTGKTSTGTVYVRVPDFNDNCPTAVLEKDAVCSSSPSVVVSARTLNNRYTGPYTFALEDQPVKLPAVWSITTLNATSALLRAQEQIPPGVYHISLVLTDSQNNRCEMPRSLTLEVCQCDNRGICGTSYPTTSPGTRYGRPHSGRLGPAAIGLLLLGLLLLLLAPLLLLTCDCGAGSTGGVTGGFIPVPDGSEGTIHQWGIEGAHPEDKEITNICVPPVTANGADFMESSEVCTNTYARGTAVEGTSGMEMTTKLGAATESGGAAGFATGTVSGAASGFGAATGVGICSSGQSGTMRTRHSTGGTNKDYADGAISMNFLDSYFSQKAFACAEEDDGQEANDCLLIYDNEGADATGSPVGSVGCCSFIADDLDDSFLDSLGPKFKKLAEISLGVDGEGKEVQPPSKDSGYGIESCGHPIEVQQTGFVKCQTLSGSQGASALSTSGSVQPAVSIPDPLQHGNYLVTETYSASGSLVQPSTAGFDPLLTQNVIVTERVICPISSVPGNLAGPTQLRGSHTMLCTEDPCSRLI
# phage Ecoli inh = E. coli growth loss with phage present. inhibition, % at 11.9 µM. 0.26% of 360,000 active. growth absorbance. AID 651602; in the data active = inhibition above about 11%
# PfHsp90 yeast 2 = reduces growth (ATP signal) of yeast expressing P. falciparum Hsp90 | AID 504621 | inhibition, % at 9.4 µM | 0.32% of 310,000 active | S. cerevisiae expressing PfHsp90, BacTiter-Glo ATP, 48 h; yeast lacking PDR1 and PDR3 efflux regulators;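 active = every replicate shows inhibition above about 80%, whatever the replicate mean, limit read from the data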;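 note: 0% = DMSO neutral controls and 100% = 20 µM radicicol positive controls; yeast relying on Plasmodium falciparum Hsp90 in place of its own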
# OPRM1-OPRD1 inv = inverse agonists of human mu-delta opioid receptor heterodimerization | P35372+P41143 | cell-based MOR-DOR heterodimer luminescence, inverse agonism | inhibition, % at 9.3 µM | 0.21% of 340,000 active | AID 504357; in the data active = inhibition above about 22%, passing the limit was not always enough;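 note: 0% = cells with DMSO and 100% = wells without cells with DMSO; values of inactives mirror those of a sister screen read the other way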
# MOR-DOR ag = OPRM1-OPRD1 heterodimerization agonism. AID 504326. 0.3% of 340,000 active. cells, luminescence. activation, % at 9.3 µM. P35372+P41143; in the data active = activation above about 18%;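 note: 0% = vehicle-treated cells and 100% = reference agonist; values of inactives mirror those of a sister screen read the other way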
# HTR5A ag ctr = activates human HTR5A in OPRM1-OPRD1 agonist counter-screen; P47898; HTR5A agonist assay, luminescence, cell-based; activation, % at 9.3 µM; 0.61% of 340,000 active; AID 504692; in the data active = activation mostly above about 9.5%, no sharp cut-off; inactive = mostly below about 7.6%;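 note: 0% = cells with vehicle only and 100% = reference agonist; strong numbers were not always called active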
# Numbers without * were called inactive; / = not tested or not shown.
SMILES,HTR5A inv ctr,E coli growth,PKA-R1A act,Mot1-301 SUMO,AddAB inh,DSG3 Ab inh,phage Ecoli inh,PfHsp90 yeast 2,OPRM1-OPRD1 inv,MOR-DOR ag,HTR5A ag ctr
CC(=O)c1ccc(NC(=O)Nc2ccc(Br)cc2C)cc1,10.1,2.8,-10.6,-2.0,4.3,101.5,1.7,-18.1,-16.7,3.3,-1.7
COc1cccc(NC(=O)C(=O)NCCc2ccc(F)cc2)c1,-8.0,-1.7,-14.0,-0.7,0.0,/,4.2,-10.5,-6.6,1.3,-5.0
O=C(NC(=S)N1CCCc2ccccc21)c1ccc(Br)cc1,16.7,0.0,-4.6,3.4,1.1,/,-0.3,16.8,4.2,-0.8,5.1
S=c1nc(-c2ccccc2)c(-c2ccccc2)n[nH]1,-4.9,-0.7,2.9,-15.1,-1.7,95.5,0.6,7.4,7.9,-1.4,1.2
COc1ccc(-c2[nH]ncc2CN2CCN(c3ccccn3)CC2)c(OC)c1,-0.1,-1.6,4.0,-20.3,1.5,106.2,-0.2,/,8.9,-1.7,-7.2
CCOc1ccc(NC(=O)NCCCSC2CCCCC2)cc1,27.0,0.2,-14.5,6.0,1.4,97.2,4.2,48.1,-30.2,5.7,-0.1
Cc1cccc2sc(NC(=O)CCn3cccc3)nc12,21.8,-0.7,-8.7,278.7,-0.5,99.6,6.5,-35.2,-1.0,0.2,0.0
CCOC(=O)N1CCN(c2cc(N(C)CCO)c([N+](=O)[O-])c3nonc23)CC1,-8.6,/,-3.2,/,/,109.4,3.2,-28.4,22.0,-4.7,-4.7
CCOC(=O)c1cnc(-n2nc(C)cc2C)nc1N1CCOCC1,-11.1,0.2,0.3,201.0,-1.0,95.9,-1.4,/,15.4,-3.4,-1.0
CCOC(=O)N1CCN(C(=O)C(CC(C)C)NS(=O)(=O)c2ccc3c(c2)oc(=O)n3C)CC1 (stereo unspecified),-5.2,-0.4,-2.7,2.1,-0.6,104.5,2.5,13.6,16.9,-3.0,-1.4
O=C(CNS(=O)(=O)c1cccc(C(F)(F)F)c1)Nc1ccccc1F,16.8,-1.1,-7.0,-12.2,-0.5,97.0,0.6,2.9,2.3,-0.4,-1.1
O=C(NCCCn1ccnc1)C(=O)NCc1ccc(Cl)cc1,-4.1,-0.9,-19.0,-17.2,0.7,102.1,3.0,12.9,12.4,-2.2,-1.1
COc1ccc(OC)c(CN2CCN(C(=O)c3cccc(S(=O)(=O)Nc4ccccc4OC)c3)CC2)c1,4.7,-1.4,-4.0,24.4,-1.0,108.2,4.0,-15.8,5.7,-0.9,4.4
CCOC(=O)c1[nH]c2ccc(OC)cc2c1NC(=S)N1CCN(c2cccc(Cl)c2)CC1,-4.7,1.2,-1.2,15.3,-1.4,/,4.0,2.0,2.3,-0.5,-2.5
Cc1c(C)c2ccc(OCC(=O)N3CCN(c4ccccc4)CC3)cc2oc1=O,4.1,0.9,-9.6,-4.0,1.4,101.2,/,-18.2,15.2,-2.8,2.8
CCOC(=O)c1c(C)[nH]c(C(=O)COC(=O)[C@H](C)N2C(=O)C3CCCCC3C2=O)c1C (stereo partly specified),4.6,/,1.4,/,/,117.4,2.2,-16.0,1.9,-0.4,-1.1
CN1CCN(S(=O)(=O)c2cccc(C(=O)N(Cc3ccccc3)c3ccccc3)c2)CC1,-25.0,-0.7,6.4,-5.7,2.2,/,-1.1,14.1,-1.3,0.2,1.8
CCNC(=O)C1CC(=O)OC12CCCCC2 (stereo unspecified),6.0,-0.2,-6.9,64.6,4.4,/,4.1,-3.1,9.6,-1.5,-1.0
O=C(Nc1ccc(Br)cc1)c1cccc(N2C(=O)C3C4CCC(C4)C3C2=O)c1 (stereo unspecified),1.5,-0.5,2.3,24.6,3.8,98.8,-0.5,-1.1,-11.1,2.1,-0.4
O=C(CN1C(=O)c2cccc3cccc1c23)NCc1cccnc1,3.2,-1.9,0.9,88.0,1.4,109.9,/,2.4,7.6,-1.3,-1.1

# Of the compounds above, these have a Cl atom:
SMILES,HTR5A inv ctr,E coli growth,PKA-R1A act,Mot1-301 SUMO,AddAB inh,DSG3 Ab inh,phage Ecoli inh,PfHsp90 yeast 2,OPRM1-OPRD1 inv,MOR-DOR ag,HTR5A ag ctr
O=C(NCCCn1ccnc1)C(=O)NCc1ccc(Cl)cc1,-4.1,-0.9,-19.0,-17.2,0.7,102.1,3.0,12.9,12.4,-2.2,-1.1
CCOC(=O)c1[nH]c2ccc(OC)cc2c1NC(=S)N1CCN(c2cccc(Cl)c2)CC1,-4.7,1.2,-1.2,15.3,-1.4,/,4.0,2.0,2.3,-0.5,-2.5

# (further entries)
SMILES,HTR5A inv ctr,E coli growth,PKA-R1A act,Mot1-301 SUMO,AddAB inh,DSG3 Ab inh,phage Ecoli inh,PfHsp90 yeast 2,OPRM1-OPRD1 inv,MOR-DOR ag,HTR5A ag ctr
Cn1c(N2C(=O)CC(Cc3ccccc3)C2=O)nc2ccccc21 (stereo unspecified),6.5,-0.2,-8.0,-15.1,-2.9,100.3,1.8,-5.2,11.3,-2.3,-2.7
O=C(Nc1ccc(Br)cc1F)c1ccc2c(c1)N(Cc1ccccc1)C(=O)CS2=O (stereo unspecified),-1.0,-1.5,8.8,-14.5,-0.3,107.3,2.1,/,-4.5,0.9,0.4
CCC(CC)NC(=O)c1ccc2c(c1)OCCO2,-5.4,-1.7,3.8,329.6,-1.5,91.0,4.6,-27.8,10.9,-2.2,1.0
CCC(C)c1ccc(C(C)NC(=S)NCc2ccc(F)cc2)cc1 (stereo unspecified),-32.8,2.6,-5.8,15.3,0.2,121.2,0.8,14.2,-23.1,4.0,8.9
C=C(C)C(=O)N1CC2(CC(c3cccc(NC(=O)CC(c4ccccc4)c4ccccc4)c3)=NO2)C[C@H]1C(N)=O (stereo partly specified),1.4,-2.7,-3.5,-9.6,0.1,105.7,0.1,/,0.5,-0.1,-1.4
CCC(NC(=O)C(C)NC)C(=O)N1CCCC1C(=O)NC1CCCc2ccccc21 (stereo unspecified),-1.4,0.4,-8.6,-9.0,0.8,106.7,2.5,/,12.3,-2.2,1.0
Cc1nc2ccccc2c(=O)n1/N=C/c1ccccc1OC(F)F,-6.2,-3.7,-6.0,13.2,2.1,100.8,-1.0,13.8,1.4,-0.3,1.7
COc1ccccc1NC(=O)C1=C(C)Nc2nc(-c3cccs3)nn2C1c1cccc(O)c1 (stereo unspecified),-2.6,0.8,-0.9,-0.7,0.9,105.9,3.0,6.6,15.2,-3.0,-4.2
COc1ccc(C2(CNC(=O)C(c3ccccc3)c3ccccc3)CCOCC2)cc1OC,3.0,-0.4,-6.6,4.9,-0.4,99.3,3.9,3.8,0.3,-0.1,6.1
O=C(CSc1nnc(-c2cccnc2)s1)Nc1cccc(C(=O)O)c1,-0.9,-1.3,3.6,-15.7,1.3,95.4,1.7,9.4,3.9,-0.9,4.1
Cc1cccc(NC(=O)c2cc(Cl)nc3ccccc23)c1,-50.4,0.3,-4.4,-13.6,4.6,96.5,3.9,0.3,-5.8,1.1,3.4
O=C(CSc1n[nH]c(=O)n1Cc1ccco1)Nc1ccccc1,/,-1.8,/,-4.9,0.8,100.1,-0.1,/,/,/,/
COc1ccccc1-c1nnc(SCC(=O)Nc2nc(-c3ccccc3)cs2)n1C,-36.9,1.2,0.1,12.6,1.8,/,0.1,/,2.4,-0.4,6.2
CCOC(=O)CN1C(=O)N[C@@H](CCc2ccccc2)[C@@H](C(=O)OC)[C@H]1C,10.4,1.2,-9.5,279.4,4.6,104.2,3.4,4.4,-9.4,1.7,4.5
O=C(NC1CC1)C(Cl)c1ccccc1 (stereo unspecified),-17.0,0.6,10.3,1.1,3.9,/,1.7,24.4,12.2,-2.3,3.4
COc1cccc(NS(=O)(=O)c2ccc(Br)s2)c1,-4.2,-3.4,-10.8,17.1,-1.0,111.1,3.1,29.4,-2.2,0.4,-1.7
O=c1c2ccccc2nnn1CSc1nc2ccccc2[nH]1,1.1,1.1,5.7,206.6,1.3,/,3.1,-6.3,14.5,-2.6,1.5
O=C(CCN1C(=O)/C(=C/c2ccc(F)cc2)SC1=S)NCCc1cnc[nH]1,20.3,-1.8,-5.6,-4.1,-0.4,/,1.3,-1.9,12.8,-2.5,3.0
O=C(CSc1nnc(NC(=O)C2CC(=O)N(c3ccc(F)cc3)C2)s1)NCC1CCCO1 (stereo unspecified),1.2,0.3,-3.0,3.7,0.9,99.5,-0.3,-5.0,6.5,-1.3,0.3
Cc1cc(Cl)ccc1Oc1ncnc2onc(C)c12,0.7,3.8,1.8,-11.7,3.5,93.8,4.6,-1.3,-1.0,0.2,4.5
CC(C)Cn1c(=O)c(C(=O)NCc2ccccn2)c(O)c2ccccc21,-31.0,1.3,2.5,-20.7,6.1,/,-1.0,3.2,-0.6,0.1,12.4
C=CCNc1nc(NC(C)(C)CO)nc(OC)n1,12.0,-1.6,0.7,-1.8,-2.1,103.4,1.5,-3.9,-2.7,0.5,3.2
Cc1cccc(CNC(=O)CCc2nnc(C3CCCCC3)o2)c1,-4.3,-0.2,8.8,0.1,4.9,101.2,-4.0,25.3,12.1,-2.4,1.5
Cc1ccccc1N1C(=O)C(Oc2ccc(Cl)cc2)C1CNC(C)(C)C (stereo unspecified),-1.7,2.4,10.1,-10.7,0.3,90.6,5.6,0.4,-26.5,4.9,6.5
Cc1onc(-c2c(F)cccc2Cl)c1C(=O)Nc1ccc(Cl)c(S(=O)(=O)N(C)C)c1,7.0,-1.5,-17.4,-3.1,0.2,96.0,1.1,17.1,12.6,-3.1,-2.9
COc1ccccc1C(=O)N1CCN(C(=O)c2ccncc2)CC1,-4.8,0.9,-6.6,-0.2,4.5,/,3.6,11.8,1.5,-0.4,3.0
O=C(CCC(=O)OC(C(=O)c1ccccc1)c1ccccc1)Nc1ccccc1 (stereo unspecified),7.2,-2.0,7.0,414.9*,-0.3,100.0,1.4,3.3,8.6,-1.6,-2.8
Cc1cc(C(=O)NNC(=S)Nc2cccc(C(F)(F)F)c2)nn1C,-4.8,-3.9,-2.0,-4.4,0.3,/,1.0,-13.3,7.7,-1.5,-2.2
O=C(O)CSC1c2ccccc2C(=O)N1c1ccccc1 (stereo unspecified),-0.2,-0.1,-5.2,23.0,1.6,/,1.5,6.9,-1.2,0.2,5.7
CC(C)NC(=O)COc1ccc(/C=N/NS(=O)(=O)c2ccccc2)cc1,8.9,1.9,-12.3,-12.3,-2.4,95.2,-0.5,38.2,6.4,-1.1,-3.5
COc1ccc(NC(=O)COC(=O)c2cc(C)oc2C)cc1OC,-5.2,-0.8,-3.0,8.8,0.9,/,-1.0,9.1,10.3,-2.6,2.1
Cc1ccccc1NC(=O)C(=Cc1ccc(C(=O)O)cc1)C(=O)Nc1ccccc1C,6.4,/,-1.8,/,/,103.7,-0.1,17.6,-0.2,0.0,-1.6
O=C1CCC(C(=O)OCC(=O)c2ccccc2)N1 (stereo unspecified),16.1,2.9,-9.9,93.4,0.0,100.7,5.0,10.0,6.2,-1.1,-9.3
O=C(c1ccc(-c2ccccc2)cc1)N1CCCC1,-35.6,0.8,5.2,-7.3,0.4,93.5,0.8,-0.8,13.4,-2.4,4.0
Cc1ccc(NC(=O)CCN2C(=O)C3CCCCC3C2=O)c(O)c1 (stereo unspecified),-1.1,1.0,2.2,273.7,0.5,102.1,2.6,-22.2,10.8,-2.1,0.4
